Assay outcomes: PubChem BioAssay, National Center for Advancing Translational Sciences (NCATS)
TDP1 inh: blocks human tyrosyl-DNA phosphodiesterase 1; Potency, µM (doses to about 130 µM), for inactives: at the top dose activity change, negative = inhibition, hits mostly inhibitors; 350,000 tested, 0.28% active; Q9NUW8; recombinant TDP1, AlphaScreen DNA substrate cleavage; further: nearly all actives have a fitted effect of over 40% in size
Target sequence (Q9NUW8 whole entry, looked up): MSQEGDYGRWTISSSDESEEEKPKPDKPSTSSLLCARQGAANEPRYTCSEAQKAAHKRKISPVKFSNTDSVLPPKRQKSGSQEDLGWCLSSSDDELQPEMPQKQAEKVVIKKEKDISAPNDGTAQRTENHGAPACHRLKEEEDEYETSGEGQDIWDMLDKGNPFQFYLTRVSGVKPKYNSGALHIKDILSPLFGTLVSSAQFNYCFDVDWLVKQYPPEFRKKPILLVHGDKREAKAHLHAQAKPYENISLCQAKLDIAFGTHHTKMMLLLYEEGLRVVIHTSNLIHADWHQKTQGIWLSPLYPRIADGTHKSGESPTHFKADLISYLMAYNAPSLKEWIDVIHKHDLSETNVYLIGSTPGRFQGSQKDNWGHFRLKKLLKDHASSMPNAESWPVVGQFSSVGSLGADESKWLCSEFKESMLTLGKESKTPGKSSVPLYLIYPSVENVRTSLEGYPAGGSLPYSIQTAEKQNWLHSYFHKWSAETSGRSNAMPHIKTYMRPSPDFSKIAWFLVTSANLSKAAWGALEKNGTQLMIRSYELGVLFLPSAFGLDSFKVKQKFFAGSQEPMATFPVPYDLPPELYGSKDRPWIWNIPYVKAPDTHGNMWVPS
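AlphaScreen read-out: signal falls as enzyme removes the 3' tyrosine-FITC from a 5'-biotinylated DNA oligo (15 nM, 5 min, RT). Enzyme was E. coli-made recombinant Tdp1 at 1 nM, exposed to compound for 15 min beforehand; beads 10 ug/ml, 10 min.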
N370S GC: inhibitors or activators of N370S glucocerebrosidase for Gaucher disease; N370S GC spleen homogenate, 4MU-glucoside fluorescence; Potency, µM (doses to about 59.4 µM), for inactives: at the top dose activity change, negative = inhibition, hits mostly inhibitors; 330,000 tested, 0.092% active; AID 2101;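 further: 0% = full enzyme activity and -100% = no enzyme basal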
FEN1 inh: inhibitors of human flap endonuclease 1 | AID 588795 | 390,000 tested, 0.35% active | Recombinant FEN1 flap cleavage, fluorescence, 15 min | Potency, µM (top dose mostly 114 µM), for inactives: at the highest dose activity change, negative = inhibition, actives largely listed as inhibitors | P39748; further: nearly all actives have a fitted effect of over 65% in size
Target sequence (P39748 whole entry, looked up): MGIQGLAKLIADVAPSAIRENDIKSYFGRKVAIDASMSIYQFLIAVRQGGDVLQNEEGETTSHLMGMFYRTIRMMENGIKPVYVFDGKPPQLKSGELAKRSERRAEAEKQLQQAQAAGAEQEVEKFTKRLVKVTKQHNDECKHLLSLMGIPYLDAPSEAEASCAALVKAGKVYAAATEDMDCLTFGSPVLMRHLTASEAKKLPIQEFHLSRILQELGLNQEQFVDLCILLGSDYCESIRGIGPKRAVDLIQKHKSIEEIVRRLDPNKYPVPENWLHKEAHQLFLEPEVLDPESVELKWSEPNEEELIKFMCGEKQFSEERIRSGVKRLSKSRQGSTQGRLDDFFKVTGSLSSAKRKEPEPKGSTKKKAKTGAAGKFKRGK
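Read-out was taken twice, immediately and after 15 min, following addition of 50 nM substrate to 10 nM FEN1 that had sat with test compound for 15 min at room temperature. Curves came from a four-parameter Hill model.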
* marks the source's active call; other numbers are inactive results; ? = inconclusive; . = no result given; & = joins results of further samples; [ ] = remark or other dose. The call rests on the fitted dose curve; in most records, active means well fitted curve in the direction sought with a large enough effect; inconclusive means small, poorly fitted or top-dose-only effect, or another doubt; inactive means no such curve, though single readings can be large; an effect the other way counts as inactive or inconclusive. Unless noted, on the % scale 0 is the no-effect control and ±100 the full control effect; potency means the concentration at half of the fitted maximal effect.

Compound | TDP1 inh | N370S GC | FEN1 inh
O=C(COC(=O)CCSc1ccccc1)NCc1ccccc1 | 5% | 1% | -3%
CCOC(=O)c1c(-c2ccccc2)csc1NC(=O)c1cc(-c2ccc(Br)cc2)on1 | 4% | . | 2%
COc1ccccc1/C=N/NC(=O)c1ccc(-c2ccccc2)cc1 | 0% | 16% | -4%
O=CN1CCCN(C(=O)CC2C(=O)NCCN2Cc2cccc(Oc3ccccc3)c2)CC1 (stereo not drawn) | 5% | 3% | -6%
Cc1cc(C)cc(N(CCC(=O)O)S(=O)(=O)c2ccc(Cl)cc2)c1 | 4% | 2% | 7%
COc1ccc(/C=N/NC(=O)CCSc2nc3ccccc3s2)cc1 | 4% | 4% | -25%
CCCc1ccc(OC(C)c2nc(-c3ccc(-n4cccc4)cc3)no2)cc1 (stereo not drawn) | 6% | . | -15%
Cc1c(Cl)cccc1NC(=O)C1CCCN(c2nnc(-n3c(C)ccc3C)s2)C1 (stereo not drawn) | 0% | . | 4%
CCOC(=O)c1oc2ccccc2c1COC(=O)CNC(=O)c1ccco1 | . | 4% | 2%
COc1ccc(C2=NNC(=Nc3cc(S(=O)(=O)N(C)C)ccc3C)SC2)c(OC)c1 | 6% | -6% | -11%
COC(=O)c1cc(OC)c(OC)cc1NC(=O)Nc1ccccc1OC | 3% | 11% | -16%
Cc1ccccc1-c1cc(-n2ccnc2)ncn1 | 25µM* | -9% | .
Cc1ccc(NC(=O)C2CCCN(c3ncnc4c3nc3n4CCCCC3)C2)cc1Cl (stereo not drawn) | 6% | ? | -5%
CCOC(=O)C1CCCN(C(=O)c2cc3cc4ccc(OC)cc4nc3o2)C1 (stereo not drawn) | 1% | ? | -17%
COc1cccc(CSc2nc(-c3ccccc3F)nc3c2Cc2c(CO)cnc(C)c2O3)c1 | -5% | . | 8%
Cc1ccc2nc(N3CCN(c4ccccc4F)CC3)c3nnnn3c2c1 | 0% | . | -5%
CN(C)CCOC(C1CCCCC1)C1CCCCC1 | 9% | 11% | -16%
Cc1nnc(SCC(=O)N(C)C2CCCCC2)s1 | 2% | 2% | 1%
O=S1(=O)C[C@@H](O)[C@@H](Nc2ccc(Cl)cc2)C1 | -2% | -2% | 7%
N#Cc1c(-c2ccccc2)cc(C2CC2)nc1SCC(=O)O | -3% | 24% | -2%
O=C(NC1=NCCS1)c1ccccc1Cl | . | 2% | 3%
CC12CCC(=O)N1C(C(=O)NCCN1C(=O)S/C(=C\c3ccccc3Cl)C1=O)CS2 (stereo not drawn) | 2% | . | -17%
CC1CCN(CCn2c(=S)[nH]c3ccccc3c2=O)CC1 | 3% | -3% | 6%
c1ccc(-c2nnc(N3CCN(c4ccccc4)CC3)nc2-c2ccccc2)cc1 | 4% | 6% | -5%

Seven entries from above, with two lines to a compound:
Below each compound: TDP1 inh, N370S GC, FEN1 inh
COc1ccc(C2=NNC(=Nc3cc(S(=O)(=O)N(C)C)ccc3C)SC2)c(OC)c1
  6%, -6%, -11%
O=C(NC1=NCCS1)c1ccccc1Cl
  ., 2%, 3%
Cc1ccc2nc(N3CCN(c4ccccc4F)CC3)c3nnnn3c2c1
  0%, ., -5%
CCOC(=O)c1c(-c2ccccc2)csc1NC(=O)c1cc(-c2ccc(Br)cc2)on1
  4%, ., 2%
CC1CCN(CCn2c(=S)[nH]c3ccccc3c2=O)CC1
  3%, -3%, 6%
O=CN1CCCN(C(=O)CC2C(=O)NCCN2Cc2cccc(Oc3ccccc3)c2)CC1 (stereo not drawn)
  5%, 3%, -6%
O=C(COC(=O)CCSc1ccccc1)NCc1ccccc1
  5%, 1%, -3%

Remaining list, next part
Compound | TDP1 inh | N370S GC | FEN1 inh
CCC(=O)N(Cc1cc2ccccc2[nH]c1=O)c1ccccc1OC | . | 8% | 4%
CC(C)c1ccc2[nH]c3nc(SCC(=O)NC4CC4)nnc3c2c1 | -5% | -3% | 3%
CCC[C@H](NC(=O)[C@H](Cc1ccc(O[S+](=O)([O-])O)cc1)NC(=O)OC(C)(C)C)C(=O)NCC(=O)N[C@@H](Cc1c[nH]c2ccccc12)C(=O)N[C@@H](CCC)C(=O)N[C@@H](CC(=O)OCCc1ccccc1)C(=O)O | 3% | 1% | .
CCCc1n(CC(O)COCc2ccccc2)c2ccccc2[n+]1C (stereo not drawn) | -1% | -3% | -8%
O=C(CSc1nc(-c2ccccc2)cc(C(F)(F)F)n1)NCc1ccco1 | -1% | 6% | 4%
Cc1ccc(NC(=O)COn2nnc3ccc(S(=O)(=O)N(C)C)cc32)cc1F | 3% | 13% | -10%
Cc1c(/C(O)=C2\C(=O)C(=O)N(CCN(C)C)C2c2cccnc2)cnn1-c1ccccc1 (stereo not drawn) | -6% | 23% | 3%
CCCCC1CCC(C(=O)N2CC(=O)Nc3ccc(C)cc3C2c2ccc(F)cc2)CC1 (stereo not drawn) | 6% | . | -7%
Cc1cc(C(=O)NCC(=O)OCC(=O)Nc2ccc(OC(F)F)cc2)ccc1[N+](=O)[O-] | -5% | -1% | -11%
Cc1[nH]nc(-c2ccc(OCc3cnn(-c4ccccc4)c3)c(C)c2O)c1Oc1ccccc1 | 8% | ? | -14%
CCCCC(=O)Nc1nc(C)c(C(C)=O)s1 | 0% | -6% | 37%[activator]
CCOC(=O)c1c(-c2ccc(OC)cc2)nc2nonc2c1N | 3%[56.1 µM] | -1% | -6%
CCCCCCCCCCCCC/C=C/[C@@H](O)[C@H](CO)NC(C)=O | 5% | -4% | .
COc1ccc(-c2nc(SCC(=O)NC3CCCCC3)n[nH]2)cc1 | 1% | -14% | 11%
COc1cccc(N=Nc2c(N)[nH]n3c(=O)cc(-c4ccccc4)nc23)c1 | 5% | -2% | 0%
N/C(=N\OC(=O)c1cccc(F)c1)c1ccccc1 | -2% | 14% | -9%
CCOC(=O)c1c(C)nc2sc3c(=O)n(-c4ccc(C(C)=O)cc4)cnc3c2c1-c1ccc(OC)cc1 | 8% | 4% | 0%
Cn1cc([N+](=O)[O-])c(C(=O)Nc2nccs2)n1 | 6% | -1% | 16%
O=c1oc2ccccc2c2c1C(O)CO2 (stereo not drawn) | . | 1% | -10%
O=C(O)C1CCCCC1C(=O)NCCCN1CCOCC1 (stereo not drawn) | 2% | 6% | -7%
O=C(/C=C/c1ccccc1)Nc1cc(S(=O)(=O)N2CCOCC2)ccc1N1CCCC1 | -3% | 2% | 1%
Cc1ccc([C@@H]2[C@@H]3C(=O)N(C)C(=O)[C@@H]3[C@]3(Cc4ccccc4)C(=O)N(Cc4ccccn4)CC(=O)N23)o1 | . | -1% | 1%
NS(=O)(=O)OCCCCCc1ccccc1 | . | -13% | -1%
FC(F)(F)c1cc(N2CCOCC2)nc(-c2ccccc2)n1 | -4% | -2% | 3%
CC(C)[C@H]1CN(C)CCN1Cc1cn(C)nc1-c1cccc(Cl)c1 | -1% | -9% | -7%
Cc1ccc(-n2nc(C)c3c(C)cc(=O)n(CC(=O)NC(C)c4ccccc4)c32)cc1 (stereo not drawn) | -1% | . | 5%
CCc1ccc(C(=O)Cn2ncc(Cl)c(Cl)c2=O)cc1 | 3% | 16% | -3%
CCOc1cc(C(c2c(C)[nH][nH]c2=O)c2c(C)[nH][nH]c2=O)cc([N+](=O)[O-])c1O | . | -15% | -3%
Cc1ccc(C)c(Nc2nc3nonc3nc2N2CCOCC2)c1 | 4% | 8% | 10%
Cc1ccc2nc(Cl)c(C3CC(c4cccs4)=NN3S(C)(=O)=O)cc2c1 (stereo not drawn) | 3% | 8% | 7%
Cc1ncc(CSc2nccc(=O)[nH]2)c(CO)c1O | . | -15% | 2%
CCOCCCn1cnc2c3cc(F)ccc3n(C)c2c1=O | 8% | 6% | 12%
CCOc1ccccc1CNCC1CCCO1 (stereo not drawn) | 5% | 0% | 7%
COC(=O)c1ccccc1NC(=O)NCCc1ccc(OC)c(OC)c1 | -4% | -7% | 3%
N#CC(C#N)=Cc1cc2ccccc2nc1N1CCCCC1 | -3% | 11% | -9%
COCCN(C(=O)COC(=O)c1cc(C)oc1C)c1c(N)n(Cc2ccccc2)c(=O)[nH]c1=O | 0% | 22% | -9%
Cc1cccc(NC(=O)C2CCN(S(=O)(=O)c3cccc4nsnc34)CC2)c1 | -2%&1% | 0% | -7%&5%
COc1ccc(CNC(=O)CCCN2C(=O)c3ccccc3C2=O)cc1 | 2% | 8% | 17%
COc1cc(CCC(=O)OCC(=O)N(CC(C)C)C2CCS(=O)(=O)C2)cc(OC)c1OC (stereo not drawn) | 2% | -4% | 1%
Cc1ccc(-c2csc(NC(=O)c3cccc([N+](=O)[O-])c3)n2)cc1 | -4% | 0% | -8%
COc1ccc(C2C(C(=O)c3cccs3)=C(O)C(=O)N2c2nncs2)cc1 (stereo not drawn) | -5% | ? | 2%
Cc1cccc(C(=O)c2cccc(C)c2)c1 | -8% | -6% | 13%
COC(=O)c1sccc1NC(=O)CC1C(=O)NCCN1C(=O)Nc1ccc(OCc2ccccc2)cc1 (stereo not drawn) | . | -5% | -16%
COc1cccc(NS(=O)(=O)c2ccc3[nH]cc(C(=O)NCCc4ccc(C)cc4)c(=O)c3c2)c1 | . | -2% | 8%
CCc1cc(CNC(=O)c2ccc(OC3CCN(CCc4ccccc4)CC3)cc2)on1 | 14µM* | -7% | 14%
COc1ccc2c(c1)C(=O)N(c1ccccc1C)C(=O)C2(C)C | 4% | 9% | 0%
CC1(C)CC(=O)C(CO)=C(c2cccc3ccccc23)C1=O | 2% | . | 3%
COc1ccc(C(=O)Nc2cc(C(C)C)c(O)c(S(=O)(=O)c3ccc(OC)cc3)c2C)cc1 | -1% | . | 6%
Cn1cccc1CC(=O)N/N=C/C=C/c1ccco1 | 5% | 6% | -13%
CN(C)c1nc(-c2ccc([N+](=O)[O-])cc2)cs1 | 3% | -18% | -2%
Cc1ccccc1OCC(=O)NCCCNC(=O)c1ccccn1 | 8% | 1% | 10%
O=C(Nc1ccncc1)Nc1ccc(Br)cc1Cl | -1%[56.1 µM] | -17% | 14%
COc1ccc(C(=O)N2CCN(C(=O)c3cc(OC)c(OC)c(OC)c3)CC2)cc1 | 1% | -15% | -2%
Cc1cccc(CSCCNC(=O)Nc2ccccc2)c1 | 4% | -5% | -6%
COCCNC(=O)c1cc2c(=O)n3cccc(C)c3nc2n(Cc2ccncc2)c1=N | 5% | -14%[2.35 µM] | -4%
COc1ccc(CN(Cc2cc3cccc(C)c3n3nnnc23)C(=O)N2CCOCC2)cc1 | 4% | 0% | -1%
CC(=O)C1=C(O)C(=O)N(c2nccs2)C1c1ccc(F)cc1 (stereo not drawn) | 5% | -1% | 8%
COCCCn1c(C(=O)N2CC(C)OC(C)C2)cc2c(=O)n3cccc(C)c3nc21 (stereo not drawn) | 2% | ? | -3%
COc1ccc(NC(=O)CCNS(=O)(=O)c2cccc3nonc23)c(OC)c1 | 10%&0% | -1% | 10%&-12%
O=C(Nc1ccc(Cl)c([N+](=O)[O-])c1)C(NCCCO)c1ccccc1 (stereo not drawn) | 3% | -5% | 1%

(listing goes on)
Compound | TDP1 inh | N370S GC | FEN1 inh
COC(=O)c1ccc(OC)c(CSc2nnc(-c3ccc(C(C)(C)C)cc3)o2)c1 | -7% | ? | -15%
O=C(Nc1ccn([C@H]2CC[C@@H](CO)O2)c(=O)n1)c1ccccc1 | 9% | -18% | 4%
CC(C)C(NC(=O)c1ccccc1F)C(=O)NCCCn1ccnc1 (stereo not drawn) | 1% | . | -1%
O=C(NCC1CCCO1)C1CCC(=O)N1Cc1ccccc1Cl (stereo not drawn) | . | 3% | 2%
O=C(COc1ccc(F)cc1)Nc1ccccc1C(=O)OCc1cc(=O)n2ccsc2n1 | 4% | . | 14%
O=S(=O)(NCC1CCC(NS(=O)(=O)c2c(F)cccc2F)CC1)c1ccc2c(c1)OCCO2 (stereo not drawn) | 3% | . | -7%
c1ccc(CN2CCOCC2)cc1 | 3% | 4% | 0%
COc1ccc(C(=O)COC(=O)c2ccc(-n3cnnn3)cc2)c(OC)c1 | 5% | -13% | 1%
CN(C)C(=O)CCc1ccc2c3c([nH]c2c1)[C@]1(C)[C@@H](C(=O)N2CCOCC2)C[C@H](CC(=O)NCC24CC5CC(CC(C5)C2)C4)C(=O)N1CC3 | 1%[56.1 µM] | . | -12%
CCOC(=O)CSC(CC)C(=O)Nc1nnc(C(C)C)s1 (stereo not drawn) | 0% | ? | -2%
O=C(CSc1nnc(SCc2ccccc2Cl)s1)N/N=C/c1ccc(C(=O)O)cc1 | 3% | -9% | 17%
